A549 tox: A549 cytotoxicity, counter-screen for Nrf2 inhibitors. Potency, µM (titrated, usually from 46 µM), inactives show at the highest dose activity change, negative = cytotoxicity, actives largely listed as inhibitors. AID 504648. 390,000 compounds, 0.16% hits. A549 ARE-Fluc cells, CellTiter-Fluor viability, 18-24 h; note: potency is the fitted concentration of half-maximal effect; % is set by controls: 0 for no effect and ±100 for the full control effect
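A549 ARE_Fluc cells in 5% FBS OPTI-MEM were exposed to compounds in concentration-response for 18-24 h at 37 deg C. Viability was read by CellTiter-Fluor fluorescence (Ex 405/Em 525) after 30 min, before the luciferase read.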
TGFb inhibitor: TGF-b pathway inhibition; HepG2 CAGA-GFP TGF-b/SMAD3 reporter, GFP fluorescence, 18 h; TGF-beta stimulated, 500 pg/mL final; Potency, µM (series often up to 46.1 µM), for inactives: at the highest dose activity, negative = inhibition, actives largely listed as inhibitors; 410,000 compounds, 1.2% hits; AID 588855; note: potency is the fitted concentration of half-maximal effect; % is set by controls: 0 for no effect and ±100 for the full control effect; nearly all actives have a fitted effect of over 65% in size
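TGF-beta reporter screen: HEPG2 CAGA-GFP, 1% FBS, 500 pg/mL TGF-beta final, 18 h; per-cell GFP summed per well; curves fitted and categorized by class.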
EPAC2 antag: blocks human EPAC2 exchange factor | EPAC2 GEF exchange of Rap1B-BODIPY-GDP, fluorescence | 360,000 compounds, 0.18% hits | Potency, µM (series often up to 114 µM), for the others: at the highest dose activity, negative = inhibition, most hits filed as inhibitors | AID 720708; note: potency is the fitted concentration of half-maximal effect; % is set by controls: 0 for no effect and ±100 for the full control effect; nearly all actives have a fitted effect of over 45% in size; many of its hits are not listed in these tables
Target sequence (Q8WZA2 whole entry, looked up): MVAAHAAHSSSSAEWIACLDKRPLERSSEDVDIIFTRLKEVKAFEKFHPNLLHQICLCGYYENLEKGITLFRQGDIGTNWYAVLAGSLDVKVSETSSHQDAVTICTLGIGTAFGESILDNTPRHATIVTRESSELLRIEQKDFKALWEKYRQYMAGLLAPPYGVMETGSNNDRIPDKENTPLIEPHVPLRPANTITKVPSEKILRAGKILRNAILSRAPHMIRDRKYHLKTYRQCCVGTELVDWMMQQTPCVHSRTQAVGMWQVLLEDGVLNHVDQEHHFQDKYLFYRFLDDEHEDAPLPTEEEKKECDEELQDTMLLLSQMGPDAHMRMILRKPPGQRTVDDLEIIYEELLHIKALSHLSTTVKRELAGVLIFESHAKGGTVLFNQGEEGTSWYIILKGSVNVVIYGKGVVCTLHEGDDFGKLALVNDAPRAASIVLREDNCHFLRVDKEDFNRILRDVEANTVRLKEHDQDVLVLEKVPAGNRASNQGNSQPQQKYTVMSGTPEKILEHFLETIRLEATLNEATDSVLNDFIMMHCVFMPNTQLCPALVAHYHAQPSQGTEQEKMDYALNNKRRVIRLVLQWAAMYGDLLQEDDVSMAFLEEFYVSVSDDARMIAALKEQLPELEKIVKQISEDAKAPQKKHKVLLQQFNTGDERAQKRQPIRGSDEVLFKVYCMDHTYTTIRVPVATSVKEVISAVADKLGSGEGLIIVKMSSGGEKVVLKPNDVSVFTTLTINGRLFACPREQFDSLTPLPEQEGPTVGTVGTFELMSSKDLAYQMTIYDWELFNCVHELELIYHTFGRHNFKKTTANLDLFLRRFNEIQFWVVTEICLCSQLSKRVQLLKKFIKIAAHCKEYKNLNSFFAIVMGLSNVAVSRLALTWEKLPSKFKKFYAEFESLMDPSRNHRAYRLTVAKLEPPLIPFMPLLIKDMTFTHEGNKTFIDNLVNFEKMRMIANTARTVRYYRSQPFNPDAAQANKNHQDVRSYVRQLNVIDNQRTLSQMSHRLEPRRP
Nrf2 inh: inhibitors of Nrf2 signaling; A549 ARE-Fluc reporter, luciferase luminescence, 18-24 h; AID 504444; 360,000 compounds, 2.1% hits; Potency, µM (top dose mostly 46 µM), without a hit: at the highest dose activity change, negative = inhibition, usual class: inhibitors; note: potency is the fitted concentration of half-maximal effect; % is set by controls: 0 for no effect and ±100 for the full control effect; nearly all actives have a fitted effect of over 60% in size
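In this cell-based qHTS, ARE-driven firefly luciferase in A549 cells reports Nrf2 activity; the luminescent signal after BugLite lysis is the measured value, with a prior CellTiter-Fluor read for cell health.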
Mm-Cpn inhibitor: blocks the Methanococcus maripaludis chaperonin Mm-Cpn. purified Mm-Cpn ATPase, ADP Transcreener TR-FRET. Potency, µM (series often up to 76.9 µM), for inactives: at the top dose activity, negative = inhibition, most hits filed as inhibitors. 330,000 compounds, 0.031% hits; note: potency is the fitted concentration of half-maximal effect; % is set by controls: 0 for no effect and ±100 for the full control effect; nearly all actives have a fitted effect of over 80% in size
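ATPase read-out: TR-FRET ADP immunoassay (anti-ADP Eu cryptate vs ADP-d2), ex 320 nm, em 590/665 nm; signal drops as ADP forms. Enzyme 25 nM, ATP 10 uM, 30 min at 37°C after 10 min compound preincubation.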
EPAC2 ag: EPAC2 (human) agonism | EPAC2 activation, biochemical qHTS; response scale: 100% = 6.5 mM cAMP response | Potency, µM (top dose mostly 154 µM), without a hit: at the top dose activation, usual class: activators | 360,000 compounds, 0.079% hits; note: potency is the fitted concentration of half-maximal effect; nearly all actives have a fitted effect of over 50% in size
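Guanine nucleotide exchange by EPAC2 is measured as reduced fluorescence of BODIPY-GDP once it is released from 250 nM Rap1B. Plates are read kinetically for 30 min at room temperature; results are scaled to 6.5 mM cAMP.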
pAkt inh: blocks phosphorylation of Akt; activity change, % for hits at 50 µM; 360,000 compounds, 0.32% hits; Neuro2A IGF-stimulated pAkt S473 HTRF, 20 min; stronger effect = lower value; AID 651550; in the data active = activity change below about -80%; inconclusive = mostly about -51% to -80%; note: % is set by controls: 0 for no effect and ±100 for the full control effect
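Neuro2A cells (4,500/well, DMEM with 0.5% FBS) were treated with compound at a single 50 µM final concentration, stimulated with 6 nM IGF for 20 min at 37 °C, and lysed. Phospho-Akt Ser473 was read by HTRF as 665/615 ratio ×10^4.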
CCT modulator: modulators of cytosolic chaperonin (CCT/TRiC) activity; 360,000 compounds, 0.3% hits; activity change, % (no concentration beside the values), hits read low; purified chaperonin ATPase assay, HTRF ADP detection, 30 min; AID 651819; in the data active = activity change below about -30%; note: % is set by controls: 0 for no effect and ±100 for the full control effect
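Enzyme 40 or 20 nM (batch-dependent) in Tris pH 7.4/KCl/MgCl2/DTT; cpd 76 uM single point; ATP 10 uM; 30 min 37 °C; Transcreener ADP HTRF detection, 30 min RT; ratio 665/615.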
Nrf2 ARE act: activators of Nrf2 (ARE) signaling. AREc32 ARE-luciferase reporter (MCF7-derived line), luminescence, 24 h. Potency, µM (highest dose often 46.1 µM), for inactives: at the top dose activation, hits mostly activators. 410,000 compounds, 0.31% hits; note: potency is the fitted concentration of half-maximal effect; % of control where 0% means no effect; nearly all actives have a fitted effect of over 65% in size
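For detection, Steady-Glo was added and plates sat 30 min at RT; before that, AREc32_Fluc cells grown overnight in OPTI-MEM/5% FBS had been treated with 23 nL compound for 24 hr at 37 deg C.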
* = called active by the depositor; i = inactive; u = inconclusive; x = no result given; & = joins results of further samples; [ ] = another dose, or the depositor's remark. Unless noted, calls come from the whole dose curve; as a rule, active = well fitted curve in the direction sought with a large enough effect; inconclusive = small, poorly fitted or top-dose-only effect, or another doubt; inactive = no such curve, though single readings can be large; an effect the other way counts as inactive or inconclusive. The list is partial; rates above refer to the full screens.

Results follow in this order: A549 tox | TGFb inhibitor | EPAC2 antag | Nrf2 inh | Mm-Cpn inhibitor | EPAC2 ag | pAkt inh | CCT modulator | Nrf2 ARE act
COc1ccc(N2CCN(C(=O)C3CCCN(S(=O)(=O)c4ccc(F)cc4)C3)CC2)cc1 (stereo not drawn)
 : -6% | 6% | 4% | u | -1% | 7% | i | -4.3 | 0.0%
COc1cc(SC)ccc1C(=O)Nc1ccc2c(c1)OCO2
 : 1% | 3% | -6% | u | 2% | 5% | i | 3.6 | 4.2%
CS(=O)(=O)NCC(c1ccco1)N1CCN(c2ccc(F)cc2)CC1 (stereo not drawn)
 : 1%&-3% | 0%&-5% | -1% | 5% | -1% | -3% | i | 1.6 | 3.3%&0.2%
O=C(c1ccc(Cl)cc1)n1nc(-c2ccco2)nc1NCc1cccs1
 : 1% | -3% | x | 8% | x | x | x | x | -0.7%
COC(=O)c1ccccc1NC(=O)Cn1c(-c2nonc2N)nc2ccccc21
 : -8% | -22% | -1% | x | 1% | 7% | i | -1.4 | -1.8%
FC(F)(F)c1cccc(NC(=S)NCC2COc3ccccc3O2)c1 (stereo not drawn)
 : -15% | u | -22% | u | 2% | 3% | i | 0.4 | -2.6%
CC(=O)N1CCc2cc(Br)cc(S(=O)(=O)N3CCN(c4cc(C)ccc4C)CC3)c21
 : 1% | -2% | x | 9%[9.27 µM] | x | x | x | x | 0.1%
Cc1ccccc1NC(=O)Cn1cnc2c(oc3ccccc32)c1=O
 : -5% | -2% | 6% | 20% | 1% | -2% | i | -2.9 | -0.2%
CC(NC(=O)Cc1c(F)cccc1Cl)C1CCCO1 (stereo not drawn)
 : -2% | -4% | 14% | x | -2% | -4% | i | -0.6 | -1.0%
O=C1CC2(CCCC2)C(=O)N1CN1CCN(S(=O)(=O)c2cc(F)ccc2F)CC1
 : x | -9% | 5% | x | x | 7% | i | -3.7 | 0.2%
c1ccc2nc(N3CCN(Cc4ccc5c(c4)OCO5)CC3)cnc2c1
 : 0% | -6% | 8% | -6% | -1% | 15% | i | -27 | 5.3%
Cc1ccsc1C(=O)NNC(=S)NC1CCCCC1
 : 3% | -5% | 1% | -24% | -6% | 1% | i | 1.9 | 1.6%
CCOCCCNC(=S)N1CCC(NC(=O)C23CC4CC(CC(C4)C2)C3)CC1
 : 3% | -5% | -1% | -3% | 0% | -6% | i | 0.6 | -0.2%
Cc1nn(-c2ccccc2)c(C)c1/C=C/C(=O)OC(C)C(=O)Nc1ncc(Cl)cc1Cl (stereo not drawn)
 : 3% | u | 0% | -27% | -2% | -1% | i | -0.4 | 0.0%
COc1cccc(OC)c1C(=O)N1CCN(S(=O)(=O)c2ccc(C)cc2)CC1
 : -2% | 19% | 6% | x | x | -4% | i | -2.3 | 0.2%
COC(=O)c1nc(NC(=S)NC(=O)c2cccs2)sc1C
 : 6% | 12% | -3% | 16% | -7% | 14% | i | 0.9 | 28%
O=C(Nc1cccs1)NC1CCCC1
 : -3% | 22% | 11% | 5% | 0% | -8% | i | -2.6 | -0.5%
OC(CNCCCCNCC(O)C(F)(F)F)C(F)(F)F (stereo not drawn)
 : -10% | 2% | 1% | 8% | 0% | 1% | i | 0.0 | 0.0%
Cc1ccc2nc(Nc3ccc(C)c(C)c3)c3nncn3c2c1
 : -13% | -3% | -17% | -10% | 0% | 8% | i | -3.0 | 0.2%
COc1ccc(/C=C/C(=O)Nc2ccccc2F)cc1S(=O)(=O)N1CCOCC1
 : -3% | -16% | -3% | u | -1% | 8% | i | -6.0 | 6.6%
CCC(=O)N=c1ccn(C2=Nc3ccccc3NC2=C(C#N)C#N)cc1
 : -13% | -2% | -15% | 5% | 1% | -10% | i | 0.4 | 3.2%
CC(C)Cc1ccc(-c2ccc3nccn3c2)cc1
 : x | 3% | u | x | x | 20% | i | -0.3 | -0.5%[9.22 µM]
Cc1noc(C)c1COc1ccccc1C(=O)N1CCN(S(=O)(=O)c2cccc([N+](=O)[O-])c2)CC1
 : -15% | -8% | 10% | 3% | -1% | -2% | i | -57* | 0.3%
O=C(NC1CCCCCC1)C1CCCN(c2ncccn2)C1 (stereo not drawn)
 : 6% | -3% | -6% | 10% | -2% | 8% | i | -1.5 | -0.6%
CCCn1c(SCC(=O)c2ccc(OC)c(OC)c2)nc2c1c(=O)n(C)c(=O)n2C
 : 2% | 6% | 29%[57.1 µM] | 4% | 2% | 14% | i | 0.3 | 0.3%
Cc1onc(-c2ccccc2)c1C(=O)OCC(=O)N(C)c1ccccc1
 : 0% | 11% | 5% | 0% | 0% | 4% | i | 0.4 | 2.6%
COCc1nnc(NC(=O)c2ccc(Cl)cc2[N+](=O)[O-])s1
 : 9% | -14% | -3% | 11% | 0% | 16% | i | -0.8 | -0.7%
Cc1csc(NC(=O)Cc2ccccc2Cl)n1
 : -4% | 4% | -7% | u | 0% | 9% | i | 0.8 | 2.5%
Cc1ccc(-c2nc(C3CCN(S(=O)(=O)c4ccc(C(F)(F)F)cc4)CC3)no2)cc1
 : -3% | -6% | 3% | 7% | 2% | -8% | i | 0.1 | -0.8%
COc1ccccc1C=NNC(=O)c1ccccc1OCCOc1ccccc1
 : -13% | u | 11% | -12% | -1% | 0% | i | -0.4 | 2.6%
CCN1C(=O)S/C(=C/c2ccsc2)C1=O
 : -6% | -1% | 2% | 2% | 2% | 10% | i | -2.0 | 21%
N#CCCn1cc(/C=N/NC(N)=S)c(-c2ccc(Br)cc2)n1
 : 9% | -24% | -1% | -28% | 1% | 6% | i | 0.0 | 13%
CCN(C[C@H]1N[C@@](Cc2ccccc2)(C(=O)OC)[C@H]2C(=O)N(Cc3ccccc3)C(=O)[C@@H]12)C(=O)Nc1ccc(F)cc1
 : -26% | 13µM* | -9% | u | 0% | 11% | i | 1.0 | 5.7%
C/C(CC(=O)Nc1ccccn1)=N\NC(=O)c1ccc([N+](=O)[O-])cc1Cl
 : -2% | 31%[activator] | 5% | -4% | 1% | 7% | i | -6.4 | 2.0%
CCOC(=O)c1c(NC(=O)COc2cccc(C)c2C)sc2c1CCC(CC)C2 (stereo not drawn)
 : -2% | -25% | x | 6% | x | x | x | x | -0.8%
COc1ccccc1OCCn1cc(/C=C(\C#N)C(=O)NCc2cccs2)c2ccccc21
 : -5% | -12% | 0% | -20% | -6% | 10% | i | 0.8 | -0.1%
COC(=O)c1ccccc1NC(=O)Cn1cnc2c(cnn2-c2ccccc2)c1=O
 : -9% | 10% | 6% | x | -3% | -23% | x | -3.5 | -0.7%
O=C(NC(=S)Nc1cccc(O)c1)C12CC3CC(CC(C3)C1)C2
 : x | u | -15% | x | x | 19% | i | -1.0 | 0.4%
COc1ccc(C2=CC(=O)C[C@H](c3ccc(OC)c(OC)c3)C2)cc1
 : 1% | -8% | -12% | u | -1% | 0% | i | 0.7 | -0.5%
CCCN1C(=O)c2cc(C(=O)Nc3ccccc3CC)ccc2C1O (stereo not drawn)
 : -2% | 3% | u | 1% | -1% | -7% | i | 1.2 | 0.0%
Cc1sc(NC(=O)c2cccc([N+](=O)[O-])c2)c(C(N)=O)c1-c1ccc(C(C)(C)C)cc1
 : 0% | 2% | 11% | 10% | 3% | -2% | i | -0.7 | 0.4%
CCOc1cc(C(=S)N2CCCCC2)ccc1OS(=O)(=O)c1ccc(Cl)cc1
 : -14% | 0% | 2% | u | 0% | -2% | i | -0.1 | -0.8%
CCn1ncc(C(=O)Nc2ccc(F)cc2)c1C
 : 1% | 1% | -3% | u | x | 8% | i | 0.7 | 5.3%
O=C(Cn1cnc2ccccc21)c1ccc(Br)cc1
 : -8% | 3% | -10% | u | -7% | 2% | i | -0.7 | 2.2%
CC1(C)CC(=O)C/C(=N\NC(=O)C2C3CCCCC32)C1 (stereo not drawn)
 : -1% | u | 12% | 5% | 0% | -4% | i | -0.4 | 2.1%
Cc1cccc2c1NC(C)CC2C (stereo not drawn)
 : -2% | -29% | 14% | -8% | -3% | -1% | i | 0.2 | -1.1%
CCOC(=O)[C@]12CCCC=C1N(Cc1ccco1)C(=O)[C@H](CC(=O)NCCC(C)C)C2
 : x | x | 6% | x | x | -3% | i | -2.0 | -0.1%
COc1ccc(C2CC(c3cccs3)=NN2C(=O)CSc2nc3c(cnn3-c3ccccc3)c(=O)[nH]2)cc1 (stereo not drawn)
 : -26% | 3% | 8% | 16µM* | -1% | 3% | i | -1.8 | -1.5%
COc1cc(C(=S)N2CCOCC2)ccc1OC(=O)c1ccccc1
 : -2% | 3% | -18% | -1% | -4% | -4% | i | 1.2 | 3.0%
CCOC(=O)c1cc(C#N)c(=S)[nH]c1C
 : -1% | 17% | 7% | -8% | -4% | 3% | i | 2.4 | 0.3%
COc1cc(NC(=O)C(C)(C)C)c(C(=O)OCC(=O)Nc2cc(C)on2)cc1OC
 : x | 2% | 3% | x | x | 3% | i | -1.4 | -0.6%
CCOC(=O)CNc1ccc2c(c1)OCO2
 : -13% | -4% | -5% | 3% | 1% | -4% | i | 0.2 | -0.8%
COc1cccc(N2CCN(C(=O)c3cccc(NC4=NC5CS(=O)(=O)CC5S4)c3)CC2)c1 (stereo not drawn)
 : -1% | 2% | -6% | 14% | 0% | 4% | i | -1.0 | -1.5%

Two consecutive compounds out of the list so far, quoted:
Results follow in this order: A549 tox | TGFb inhibitor | EPAC2 antag | Nrf2 inh | Mm-Cpn inhibitor | EPAC2 ag | pAkt inh | CCT modulator | Nrf2 ARE act
COc1ccc(C2CC(c3cccs3)=NN2C(=O)CSc2nc3c(cnn3-c3ccccc3)c(=O)[nH]2)cc1 (stereo not drawn)
 : -26% | 3% | 8% | 16µM* | -1% | 3% | i | -1.8 | -1.5%
COc1cc(C(=S)N2CCOCC2)ccc1OC(=O)c1ccccc1
 : -2% | 3% | -18% | -1% | -4% | -4% | i | 1.2 | 3.0%
